RGS8-Gao reg: regulators of human RGS8-Galphao interaction | P09471 | multiplexed bead flow cytometry, RGS8-Galphao binding; actives lie on both sides | response (percent of control binding), % at 10 µM | 220,000 compounds, 0.34% hits | AID 1423; in the data active means response below about 60% or above about 140%; inactive means in between;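 further: Galphao activated as the GDP aluminium fluoride complex binding bead-coupled RGS8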
Target sequence (P09471 whole entry, looked up): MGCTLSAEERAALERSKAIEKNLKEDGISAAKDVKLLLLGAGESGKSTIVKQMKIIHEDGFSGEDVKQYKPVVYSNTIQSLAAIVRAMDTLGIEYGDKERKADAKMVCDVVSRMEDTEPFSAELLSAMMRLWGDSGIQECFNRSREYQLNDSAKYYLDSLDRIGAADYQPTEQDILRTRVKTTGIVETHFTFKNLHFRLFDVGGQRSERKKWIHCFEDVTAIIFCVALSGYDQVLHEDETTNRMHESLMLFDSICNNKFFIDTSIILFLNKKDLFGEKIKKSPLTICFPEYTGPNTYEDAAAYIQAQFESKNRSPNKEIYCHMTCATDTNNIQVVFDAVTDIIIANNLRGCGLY
Mcl1 Bid PPI: disrupts binding of human Mcl-1 to Bid peptide. Q07820. 220,000 compounds, 0.97% hits. TR-FRET Mcl-1/Bid-Dy647 peptide binding, 1536-well. inhibition, % at 21.7 µM;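 active means compounds that cut the binding signal by more than half at the single screening dose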;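 further: His-tagged Mcl-1 with europium anti-His antibody binding Bid BH3 peptide; 0% = Mcl-1 plus peptide wells and 100% = peptide-only wells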
RGS7-Gao reg: regulators of human RGS7-Galphao interaction | Multiplexed bead flow cytometry, RGS7-Galphao binding; actives lie on both sides | binding response (% of control), % at 10 µM | AID 1439 | 220,000 compounds, 0.35% hits; in the data active means binding response below about 49% or above about 150%; inconclusive means no clear call, values can overlap the other calls; inactive means in between;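 further: fluorescent Galphao held in activated GDP-AlF4 state binding bead-coupled RGS7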
Bim-Mcl-1: inhibitors of Bim-Mcl-1 interaction, human; Bead-based flow cytometry, Bim peptide-Mcl-1 binding; inhibition, % at 10 µM; 190,000 compounds, 0.1% hits; AID 1009; in the data active means inhibition above about 40%;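 further: 0% = no compound tracer wells and 100% = peptide blocker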
GSH bead fluor: GSH bead compound fluorescence profile; fluorescence (KMESF) at 10 µM; 190,000 compounds, 0.25% hits; AID 1776; GSH beads flow cytometry, compound fluorescence 488/530 nm; active compounds read high; in the data active means fluorescence above about 89;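 further: glutathione beads carrying GST-tagged Bcl family fusion proteins plus one bare bead set; values are compound well signal with DMSO vehicle wells as background; inactives centre near 16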
Mcl1 Noxa PPI: Mcl-1/Noxa interaction inhibition | TR-FRET Mcl-1/Noxa peptide binding, 2 h | inhibition, % at 21.7 µM | 220,000 compounds, 1.5% hits;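 active means compounds that cut the protein-peptide binding signal by more than 50% relative to plate controls in a single-dose test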;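 further: His-tagged Mcl-1 with rhodamine Noxa BH3 peptide and terbium anti-His antibody; 0% = Mcl-1 plus Noxa peptide wells and 100% = peptide-only wells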
RGS4-Gao reg: modulates binding of RGS4 to human Galphao. P09471. Multiplexed bead flow cytometry; actives lie on both sides. binding response (% of control), % at 10 µM. 220,000 compounds, 0.33% hits; in the data active means binding response below about 49% or above about 150%; inactive means in between;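 further: fluorescent Galphao activated with aluminum fluoride binding bead-coupled RGS4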
Pf gamet viab: P. falciparum stage V gametocyte viability inhibition; P. falciparum stage V gametocytes, ATP luminescence, 24 h; inhibition, % at 10.9 µM; 150,000 compounds, 0.065% hits; AID 743093;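 active means inhibition above the mean plus 3 SD of compounds within the control limits, set per campaign, cut at about 38% in these data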;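 further: 0% = DMSO wells and 100% = medium only without gametocytes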
Avidin fluor: compound fluoresces at 488/530 nm on avidin beads; 220,000 compounds, 0.38% hits; compound fluorescence 488/530 nm, flow cytometry; active compounds read high; fluorescence (KMESF) at 10 µM; in the data active means fluorescence above about 47; further: inactives centre near 10
ABCG2 block: human ABCG2 inhibition, ABCB1 as counter-screen; Q9UNQ0; IgMXP3 cells, JC-1 efflux, flow cytometry; inhibition, % at 6.6 µM; 190,000 compounds, 0.1% hits; AID 1325;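 active means inhibition above 80%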;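 further: 0% = DMSO and 100% = nicardipine control wells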
Target sequence (Q9UNQ0 whole entry, looked up): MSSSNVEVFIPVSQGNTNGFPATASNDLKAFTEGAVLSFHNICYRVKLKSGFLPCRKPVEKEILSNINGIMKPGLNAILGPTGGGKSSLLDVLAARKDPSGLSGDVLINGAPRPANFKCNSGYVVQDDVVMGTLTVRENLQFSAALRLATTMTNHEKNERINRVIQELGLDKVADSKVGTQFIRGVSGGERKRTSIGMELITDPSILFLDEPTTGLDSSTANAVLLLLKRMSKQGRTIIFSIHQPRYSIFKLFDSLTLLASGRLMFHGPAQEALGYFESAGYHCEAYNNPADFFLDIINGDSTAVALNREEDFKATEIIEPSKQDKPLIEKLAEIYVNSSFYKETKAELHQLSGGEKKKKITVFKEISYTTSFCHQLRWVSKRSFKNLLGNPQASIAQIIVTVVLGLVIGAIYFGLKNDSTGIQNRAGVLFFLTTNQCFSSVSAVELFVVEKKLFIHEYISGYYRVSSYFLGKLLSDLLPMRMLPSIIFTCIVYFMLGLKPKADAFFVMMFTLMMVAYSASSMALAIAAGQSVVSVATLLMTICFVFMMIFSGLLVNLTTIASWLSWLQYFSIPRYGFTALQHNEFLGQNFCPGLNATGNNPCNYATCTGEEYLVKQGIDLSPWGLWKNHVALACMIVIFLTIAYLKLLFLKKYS
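Times: 10 min at 25 °C | Test system: Two drug-resistant human cell lines, ABCG2 and ABCB1 | Quantity: 3 million cells/mL final, two lines in 1:1 ratio | Signal: Flow cytometry, 530 nm JC-1 signal | Dosing: Compound at 6.6 µM | Controls: Nicardipine and DMSO wells | Reagent: JC-1 as fluorescent efflux pump substrate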
ABCB1 block: inhibitors of human ABCB1 transporter, ABCG2 counter-screen; P08183; inhibition, % at 6.6 µM; AID 1326; CCRF-Adr cells, JC-1 efflux, flow cytometry; 190,000 compounds, 0.067% hits; in the data active means inhibition above about 40%;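 further: 0% = vehicle and 100% = reference inhibitor; higher value means more JC-1 retained so stronger ABCB1 efflux block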
Active calls of the source: *; ? = inconclusive; · = not tested or not shown.

SMILES | RGS8-Gao reg | Mcl1 Bid PPI | RGS7-Gao reg | Bim-Mcl-1 | GSH bead fluor | Mcl1 Noxa PPI | RGS4-Gao reg | Pf gamet viab | Avidin fluor | ABCG2 block | ABCB1 block
CCc1cccc(NS(=O)(=O)c2c(C)n[nH]c2C)c1 | 99 | 6 | 100 | 0 | 30 | 5 | 101 | · | 23 | 8 | 1.1
CCn1cc(C(=O)N2CCc3ccccc32)c(=O)c2cc(S(=O)(=O)N3CCCC3)ccc21 | 103 | -13 | 104 | -1 | 22 | 15 | 103 | -8 | 13 | 3 | -1.3
C=CCn1c(SCC(N)=O)nc2nc3c(cc2c1=O)COC(C)(C)C3 | 100 | 32 | ? | · | · | 1 | 86 | 10 | 7 | · | ·
Cc1cc(C)c(NC(=O)CSc2ccc(-c3cccnc3)nn2)c(C)c1 | 97 | -6 | 94 | -1 | 27 | 6 | 94 | 10 | 25 | 1 | 0.4
N/C(=N\OC(=O)c1cccnc1)c1ccc(Cl)cc1Cl | 100 | -3 | ? | -3 | 16 | 6 | 97 | 16 | 11 | 25 | 0.9
COc1ccc(Cn2c(=O)[nH]c3cc(C(=O)NCCc4ccc(S(N)(=O)=O)cc4)ccc3c2=O)cc1 | 110 | -111 | 104 | 1 | 12 | -68 | 104 | · | 25 | 1 | -0.1
Cc1ccc(N2CCN(c3ccc(NC(=O)CCC(=O)O)cc3)CC2)cc1 | 96 | -5 | 100 | -3 | 10 | 16 | 99 | 16 | 4 | 11 | 1.3
CCCC(C(=O)Nc1nccs1)c1ccccc1 (stereo unspecified) | 99 | 0 | 98 | -1 | 11 | 8 | 102 | -12 | 36 | 2 | 0.4
COc1nccc(C(F)(F)F)c1C(=O)Nc1ccc(Cl)cc1 | 102 | -11 | ? | · | · | 9 | 98 | 3 | 3 | · | ·
CC(=O)Cn1c(CN2CCCC2)nc2ccccc2c1=O | 100 | -5 | 100 | -2 | 12 | -8 | 96 | · | 10 | 1 | 0.3
COC(=O)c1ccc(NC(=O)CSc2nccn2CCc2ccccc2)cc1 | 111 | 16 | 110 | 0 | 26 | 30 | 108 | · | 5 | 2 | 0.2
COc1cccc(N2CCN(C(=S)NCc3ccco3)CC2)c1 | 78 | -94 | 92 | 0 | 12 | 8 | 89 | -10 | 21 | 2 | 0.1
Cc1ccc(S(=O)(=O)N2CCCOC2CNC(=O)C(=O)NCc2cccnc2)cc1 (stereo unspecified) | 101 | -8 | 97 | -4 | 9 | 17 | 100 | -3 | 5 | 0 | 0.1
COCCNC(=O)CSc1c2c(nc3ccc(Cl)cc13)CCCC2 | 102 | -49 | 98 | -3 | 19 | 2 | 99 | 10 | 6 | 2 | 0.7
CCC(CO)NCc1ccc(Br)cc1 (stereo unspecified) | 102 | -17 | ? | 0 | 16 | 23 | 102 | 16 | 10 | -2 | -0.3
COc1ccc(CCNc2oc(Cc3cccc4ccccc34)nc2C#N)cc1OC | 103 | -6 | 106 | -3 | 39 | 16 | 104 | · | 8 | 10 | 1.1
Fc1cccc(Cc2noc(CN3CCCN(C4Cc5ccccc5C4)CC3)n2)c1 | 96 | -4 | 94 | -1 | 12 | 11 | 95 | · | 14 | 3 | 0.6
CCCOCC1CC2(SC(=Nc3ccc(C)cc3)NC2=O)C(=O)O1 (stereo unspecified) | 115 | -6 | 104 | 0 | 48 | 17 | 112 | · | 8 | 7 | 0.1
CC(=O)NC1=NC(=O)C(C)S1 (stereo unspecified) | 93 | -40 | 100 | 0 | 9 | 0 | 96 | 1 | 32 | 2 | 0.5
CCOC(=O)c1c(NC(=O)CCl)sc(C(=O)N(CC)CC)c1C | 103 | -14 | 102 | 1 | 13 | 3 | 99 | · | 7 | 3 | 0.5
C=CC(=O)NCC1OCCc2ccccc21 (stereo unspecified) | 101 | -29 | 104 | -3 | 9 | -5 | 104 | 22 | 9 | 1 | 0.4
CCOc1ccc(C(=O)NCCN2CCOCC2)cc1 | 101 | -22 | 101 | 0 | 10 | 6 | 101 | 9 | 10 | 1 | 0.0
Cc1cc(F)ccc1S(=O)(=O)Nc1ccccc1C(=O)NCc1ccccn1 | 101 | -3 | ? | -2 | 17 | 14 | 103 | 1 | 12 | 0 | 2.3
Cc1cc(C)c(C(=O)CC2(O)C(=O)Nc3ccccc32)cc1C (stereo unspecified) | 99 | -5 | 98 | 1 | 42 | 12 | 100 | · | 6 | -2 | -2.1
Cc1nnc(SCC(=O)N2CCCCC2)n1CC1CCCO1 (stereo unspecified) | 106 | -7 | 101 | 3 | 94* | -12 | 105 | · | 4 | -1 | -0.3
CC(=O)c1ccc(NC(=S)Nc2cccc3cnccc23)cc1 | 101 | -169 | ? | · | · | 38 | 108 | · | 9 | · | ·
CCN(CC)S(=O)(=O)c1ccc(NC(=O)CN(c2cccc(F)c2)S(C)(=O)=O)cc1 | 101 | -5 | 99 | 0 | 38 | 22 | 101 | 19 | 16 | 1 | 0.0
CCOC(=O)CSc1nc2ccccc2c(=O)n1Cc1ccco1 | 103 | -10 | 101 | -2 | 13 | 15 | 99 | 17 | 22 | 2 | 0.3
Cc1ccc(Nc2cc(-c3ccccc3)nc3ncnn23)cc1 | 99 | -7 | ? | · | · | 21 | 96 | -20 | 6 | · | ·
Cc1nc(CCNS(=O)(=O)c2cccs2)cs1 | 98 | -2 | 107 | 1 | 35 | 6 | 105 | · | 7 | 2 | 0.6
Cc1ccc2nc(Cl)c3cc(C(=O)NCCCN4CCCC4)sc3c2c1 | 101 | 1 | 104 | 0 | 11 | 8 | 104 | -3 | 11 | 2 | 0.1
O=C(CN1C(=O)NC2(CCCCC2)C1=O)Nc1ccc2c(c1)CCC2 | 93 | -6 | 89 | 0 | 10 | 18 | 94 | 3 | 11 | 20 | 0.7
C[C@@H](NC(=O)c1nc[nH]c1C(=O)N[C@@H](Cc1ccccc1)C(=O)OC(C)(C)C)c1ccccc1 | 98 | -18 | 94 | 0 | 18 | -81 | 102 | · | 7 | 4 | 0.8
O=C(NCCC1CC1(Cl)Cl)Nc1ccccc1 (stereo unspecified) | 100 | -3 | ? | · | · | 3 | 97 | -6 | 7 | · | ·
Cc1ccc(-n2nc3c([n+]2[O-])CCc2c-3no[n+]2[O-])cc1 | 102 | -17 | 105 | 1 | 26 | -20 | 104 | -2 | 6 | 0 | 0.1
CN(Cc1ccccc1)Cc1nc2scc(-c3ccccc3)c2c(=O)[nH]1 | 95 | -7 | 94 | -4 | 66 | 15 | 96 | -3 | 25 | 3 | 0.7
O=C(O)c1ccccc1C(=O)NC1Cc2ccccc2C1 | 92 | -3 | ? | · | · | 5 | 96 | 24 | 6 | · | ·
O=C(CCCNS(=O)(=O)c1cccc2nsnc12)NCCN1CCN(c2ccccc2F)CC1 | 103 | -20 | 109 | 1 | 10 | 1 | 103 | -8 | 11 | -7 | -1.6
O=C1COc2ccc(-c3csc(NCC4CCCO4)n3)cc2N1 (stereo unspecified) | 100 | -2 | 97 | -2 | 15 | -20 | 99 | 23 | 25 | 5 | 0.5
Cc1cc(NC(=O)CSc2nc3c(c(=O)n2-c2ccccc2)SC(C)C3)no1 (stereo unspecified) | 97 | -39 | 94 | 0 | 26 | -7 | 95 | · | 7 | 1 | 0.8

9 of the compounds above, with values under each structure:
Fields: RGS8-Gao reg | Mcl1 Bid PPI | RGS7-Gao reg | Bim-Mcl-1 | GSH bead fluor | Mcl1 Noxa PPI | RGS4-Gao reg | Pf gamet viab | Avidin fluor | ABCG2 block | ABCB1 block
C=CC(=O)NCC1OCCc2ccccc21 (stereo unspecified)
→ 101 | -29 | 104 | -3 | 9 | -5 | 104 | 22 | 9 | 1 | 0.4
CCOc1ccc(C(=O)NCCN2CCOCC2)cc1
→ 101 | -22 | 101 | 0 | 10 | 6 | 101 | 9 | 10 | 1 | 0.0
Cc1cc(F)ccc1S(=O)(=O)Nc1ccccc1C(=O)NCc1ccccn1
→ 101 | -3 | ? | -2 | 17 | 14 | 103 | 1 | 12 | 0 | 2.3
Cc1cc(C)c(C(=O)CC2(O)C(=O)Nc3ccccc32)cc1C (stereo unspecified)
→ 99 | -5 | 98 | 1 | 42 | 12 | 100 | · | 6 | -2 | -2.1
Cc1nnc(SCC(=O)N2CCCCC2)n1CC1CCCO1 (stereo unspecified)
→ 106 | -7 | 101 | 3 | 94* | -12 | 105 | · | 4 | -1 | -0.3
CC(=O)c1ccc(NC(=S)Nc2cccc3cnccc23)cc1
→ 101 | -169 | ? | · | · | 38 | 108 | · | 9 | · | ·
CCN(CC)S(=O)(=O)c1ccc(NC(=O)CN(c2cccc(F)c2)S(C)(=O)=O)cc1
→ 101 | -5 | 99 | 0 | 38 | 22 | 101 | 19 | 16 | 1 | 0.0
CCOC(=O)CSc1nc2ccccc2c(=O)n1Cc1ccco1
→ 103 | -10 | 101 | -2 | 13 | 15 | 99 | 17 | 22 | 2 | 0.3
Cc1ccc(Nc2cc(-c3ccccc3)nc3ncnn23)cc1
→ 99 | -7 | ? | · | · | 21 | 96 | -20 | 6 | · | ·

Next compounds:
SMILES | RGS8-Gao reg | Mcl1 Bid PPI | RGS7-Gao reg | Bim-Mcl-1 | GSH bead fluor | Mcl1 Noxa PPI | RGS4-Gao reg | Pf gamet viab | Avidin fluor | ABCG2 block | ABCB1 block
CSc1nc2cc(S(=O)(=O)N3CCCCC3)ccc2s1 | 103 | -4 | ? | · | · | 5 | 104 | · | 9 | · | ·
Cc1nnsc1-c1c(C(=O)Oc2ccccc2)c(C)nn1-c1ccccc1 | 97 | -15 | ? | · | · | -17 | 99 | -11 | 9 | · | ·
COc1ccc(N2C(=O)CC(Nc3ccc(C(=O)O)cc3)C2=O)cc1OC (stereo unspecified) | 104 | -1 | 98 | 0 | 72 | 20 | 100 | 14 | 12 | 5 | 0.6
O=C(CCn1c(=S)[nH]c2cc3c(cc2c1=O)OCO3)N1CCc2ccccc2C1 | 107 | -38 | 107 | -3 | 36 | 16 | 110 | 15 | 12 | 51 | 0.2
CSc1nsc(/C=C/Nc2ccc(C)cc2)c1C#N | 97 | -21 | 93 | -1 | 15 | 26 | 96 | · | 35 | 2 | 0.8
N/C(=N\OS(=O)(=O)c1ccc(Cl)cc1)c1ccncc1 | 100 | -18 | 85 | -2 | 11 | 0 | 96 | -3 | 7 | -1 | -0.3
CCn1nc(C)c(Br)c1-c1nc(CS(=O)(=O)c2ccsc2)no1 | 100 | -27 | ? | · | · | 4 | 96 | -11 | 6 | · | ·
Cc1ccc(/C=N/NC(=O)CN2C(=O)CSc3ccccc32)o1 | 97 | -54 | ? | · | · | 7 | 98 | 30 | 8 | · | ·
COc1cnc(SCc2ccc(Cl)cc2Cl)nc1Cl | 108 | -7 | 99 | -5 | 26 | 15 | 101 | -32 | 22 | 4 | 0.5
NC(=O)CCSC(=S)N1CCOCC1 | 95 | -20 | 93 | -2 | 25 | -6 | 90 | 11 | 10 | 15 | 0.1
